# Jurkat NFkB inh – lowers PMA/ionomycin-induced NF-kB signal in Jurkat cells; PMA/ionomycin-induced NF-kB luciferase reporter, luminescence; inhibition, % at 4 µM; hit rate 0.53% among 330,000
# SENP8 block – blocks the human protease SENP8. Q96LD8. purified SENP8, Z-RLRGG-aminoluciferin cleavage, luminescence. inhibition, % at 10 µM. hit rate 1.2% among 330,000
# Apaf1 inhib – human Apaf-1 inhibition | O14727 | reconstituted apoptosome caspase-3 activity, DEVD-Rh110 fluorescence | inhibition, % at 20 µM | hit rate 0.71% among 330,000; active = inhibition of at least 40% at 20 µM;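 note: plate controls were DMSO wells for no effect and DEVD-CHO caspase inhibitor wells for full effect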
#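 Material: reconstituted apoptosome with Apaf-1, cytochrome c, caspase-9, procaspase-3, dATP. Technique: Rh110 fluorescence intensity. Buffer or medium: pH 7.5 Hepes buffer with CHAPS, BSA, DTT. Times: 30 min plus 50 min, RT.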
# Gli-Sufu block – antagonists of Gli-Sufu signaling. Sufu-KO-LIGHT fibroblasts, Gli luciferase reporter luminescence. inhibition, % at 5 µM. hit rate 0.74% among 340,000. AID 588413;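 active = inhibition above about 55%, limit read from the data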;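 note: 0% = DMSO-treated cells and 100% = wells with medium but no cells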
# HKDC1 inh – inhibitors of human hexokinase HKDC1. Q2TB90. AID 493160. hit rate 0.16% among 340,000. recombinant HKDC1, G6PDH/diaphorase resazurin coupled fluorescence. inhibition, % at 20 µM;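 active = inhibition above about 35% when tested at 20 µM, limit read from the data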;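 note: plate controls were DMSO wells with enzyme for no effect and DMSO wells lacking enzyme for full effect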
# Target sequence (Q2TB90 whole entry, looked up): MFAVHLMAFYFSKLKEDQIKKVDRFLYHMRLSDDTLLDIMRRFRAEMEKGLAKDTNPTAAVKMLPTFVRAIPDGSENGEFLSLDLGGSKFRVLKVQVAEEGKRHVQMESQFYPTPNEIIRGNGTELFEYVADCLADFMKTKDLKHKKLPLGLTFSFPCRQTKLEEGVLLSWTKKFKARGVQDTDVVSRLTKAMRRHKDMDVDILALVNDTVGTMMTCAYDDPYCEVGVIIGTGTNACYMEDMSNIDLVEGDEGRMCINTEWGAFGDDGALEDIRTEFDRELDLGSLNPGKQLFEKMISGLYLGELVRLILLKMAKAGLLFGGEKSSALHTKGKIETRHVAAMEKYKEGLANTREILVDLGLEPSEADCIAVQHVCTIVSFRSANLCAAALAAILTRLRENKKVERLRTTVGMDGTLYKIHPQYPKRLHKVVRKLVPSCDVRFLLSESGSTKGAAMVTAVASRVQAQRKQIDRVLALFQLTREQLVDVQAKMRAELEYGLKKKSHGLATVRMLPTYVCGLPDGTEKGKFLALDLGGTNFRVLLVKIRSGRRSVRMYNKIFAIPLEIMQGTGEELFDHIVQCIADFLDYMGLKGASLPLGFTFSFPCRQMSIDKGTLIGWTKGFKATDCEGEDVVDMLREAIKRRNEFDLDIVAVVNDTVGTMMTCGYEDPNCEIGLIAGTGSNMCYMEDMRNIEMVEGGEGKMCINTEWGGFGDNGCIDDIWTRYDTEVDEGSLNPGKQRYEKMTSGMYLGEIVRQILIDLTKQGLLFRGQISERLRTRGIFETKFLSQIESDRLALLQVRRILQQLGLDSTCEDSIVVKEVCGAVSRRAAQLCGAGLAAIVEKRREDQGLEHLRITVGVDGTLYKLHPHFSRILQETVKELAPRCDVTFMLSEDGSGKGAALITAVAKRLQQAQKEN
#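 Material – in-house recombinant HK5 (HKDC1) enzyme · Quantity – HKDC1 at 5 µg/mL · Buffer or medium – pH 8.0 Tris buffer with 10 mM MgCl2 · Reagent – glucose with 1 mM ATP · Dosing – single 20 µM dose · Times – reaction time 90 min, room temperature, protected from light · Technique – resorufin fluorescence at 613 nm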
# UBC13 polyUb – blocks human UBC13 polyubiquitin chain formation | TR-FRET | inhibition, % at 20 µM | hit rate 0.47% among 330,000 | AID 485273; in the data active = inhibition above about 45%, passing the limit was not always enough
# Target sequence (P61088 whole entry, looked up): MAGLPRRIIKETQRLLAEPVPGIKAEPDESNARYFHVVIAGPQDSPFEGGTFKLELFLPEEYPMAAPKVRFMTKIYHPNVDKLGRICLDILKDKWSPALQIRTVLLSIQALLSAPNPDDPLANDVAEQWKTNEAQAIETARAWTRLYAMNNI
# SENP7 inh – blocks the human protease SENP7; AID 434973; recombinant SENP7, Z-RLRGG-aminoluciferin luminescence, 40 min; Q9BQF6; inhibition, % at 5 µM; hit rate 1.5% among 330,000;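 active = inhibition above about 50% at the single test dose, limit read from the data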;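 note: plate controls were DMSO with enzyme for no effect and no enzyme buffer wells for full effect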
# 697 NFkB inh – inhibitors of the PMA/ionomycin-induced NF-kB reporter in 697 B cells. 697 B-cell NF-kB luciferase reporter, 16 h. inhibition, % at 4 µM. hit rate 0.33% among 330,000. AID 435022; in the data active = inhibition above about 35%
# Active calls of the source: *; . = not tested or not shown. Cut-off read from the data, not from the text of the source, unless noted: active = inhibition above about 50%; inactive = the rest.
# Abbreviations – A = Jurkat NFkB inh; B = SENP8 block; C = Apaf1 inhib; D = Gli-Sufu block; E = HKDC1 inh; F = UBC13 polyUb; G = SENP7 inh; H = 697 NFkB inh
O=C(O)CCCCNCc1ccccc1
  A: -4	B: 1	C: -31	D: -1	E: -12	F: 0	G: 0	H: -9
CC(Sc1ncnc2sc(-c3ccccc3)cc12)C(=O)N1CCNC1=O (configuration not stated)
  A: 2	B: 1	C: 5	D: 6	E: 1	F: 8	G: 7	H: 32
O=C(NCCCN1CCOCC1)c1cc(S(=O)(=O)N2CCOCC2)c(Cl)cc1Cl
  A: -21	B: -8	C: 12	D: 4	E: -6	F: 3	G: -15	H: -7
COc1ccc(NC(=O)CSc2nccn2Cc2ccccc2)cc1
  A: -52	B: -1	C: 22	D: -11	E: 1	F: -6	G: 2	H: -24
O=C1[C@@H](Oc2ccccc2)[C@@H](c2cccnc2)N1c1ccccc1
  A: .	B: .	C: 11	D: -4	E: -4	F: .	G: 4	H: -19
CCN(c1ccccc1)S(=O)(=O)c1cc2c(cc1C)NC(=O)CO2
  A: -2	B: 5	C: 15	D: 0	E: 0	F: 9	G: 5	H: 2
Cc1ccc2nc(-c3ccc(NS(=O)(=O)c4c(C)n(C)c(=O)n(C)c4=O)cc3)sc2c1
  A: -126	B: 4	C: 24	D: -107	E: 5	F: 6	G: 4	H: -76
CC(=O)NCCn1c(SCC(=O)NCC2CCCO2)nc2ccccc2c1=O (configuration not stated)
  A: -4	B: -4	C: 3	D: -4	E: 7	F: 4	G: 0	H: 11
CCOc1ccc(N2C(=O)Cc3ccccc3C2=O)cc1
  A: -6	B: 3	C: 9	D: 4	E: 5	F: -1	G: 19	H: -15
COc1ccc(-c2csc3nc(C)nc(N4CCC(C)CC4)c23)cc1OC
  A: -1	B: 5	C: 8	D: 46	E: -2	F: -5	G: 7	H: 34
COc1cccc(COC(=O)c2ccc3c(c2)NC(=O)C(C)S3)c1OC (configuration not stated)
  A: 4	B: 6	C: 22	D: -22	E: -1	F: 0	G: 3	H: 7
CCSc1nc2ccccc2n1CCC(=O)O
  A: 6	B: 0	C: 3	D: 1	E: -2	F: -4	G: 10	H: 9
Cc1cc(CNC(=O)Cc2c(F)cccc2Cl)nn1C
  A: -13	B: -4	C: -11	D: -23	E: 0	F: 3	G: 3	H: 9
CCC(Sc1nc2ccc(C)cc2[nH]1)C(=O)O (configuration not stated)
  A: 8	B: -1	C: -21	D: -2	E: -12	F: 3	G: -3	H: 17
COc1ccc(C/C(N)=N/OC(=O)Cc2ccc(OC)c(OC)c2)cc1
  A: -16	B: -4	C: -2	D: -4	E: 2	F: 4	G: 3	H: 3

# Remaining list, next part.
# Abbreviations – A = Jurkat NFkB inh; B = SENP8 block; C = Apaf1 inhib; D = Gli-Sufu block; E = HKDC1 inh; F = UBC13 polyUb; G = SENP7 inh; H = 697 NFkB inh
CCC(C(=O)NC(C)(C)C)N(C(=O)Cn1nnc(-c2cccs2)n1)c1cnc2ccccc2c1 (configuration not stated)
  A: -6	B: 0	C: 14	D: -5	E: -2	F: 2	G: 1	H: 2
Cc1ccc(N(CC(=O)N2CCCCC2)S(=O)(=O)c2ccc(C)cc2)cc1
  A: 20	B: -6	C: 8	D: 6	E: -7	F: -3	G: -1	H: 20
O=C(Nc1cccc(CCc2ccccn2)c1)c1ccc(Cl)cc1
  A: -1	B: -1	C: 10	D: .	E: .	F: -13	G: 10	H: -56
Cc1ccc(Cl)cc1NC(=O)c1cccc(OC(F)F)c1
  A: -4	B: 5	C: 5	D: 2	E: -10	F: 0	G: 13	H: 6
Cc1cccc(-c2c3c(=O)n(C)c(=O)n(C)c3cn2CC2CCCO2)c1 (configuration not stated)
  A: -6	B: -1	C: -2	D: -6	E: -3	F: 10	G: 1	H: 2
O=C(O)c1ccc2c(c1)C(=O)N(NC(=O)c1ccc(O)cc1)C2=O
  A: -9	B: -4	C: -1	D: -6	E: 0	F: -3	G: 10	H: 17
COc1cc(OC)c(C(=O)Nc2ccc3ccccc3c2)cc1OC
  A: -121	B: -7	C: 12	D: -43	E: 1	F: 14	G: -7	H: -108
C=CC[C@H]1CC(C)=C[C@H](CC=C)N1C(=O)c1cc(COc2ccccc2SC)on1
  A: 14	B: 0	C: 17	D: 34	E: -3	F: -7	G: 1	H: -1
Cc1ccc(S(=O)(=O)N2CCN(C(=O)NCc3ccc(C(=O)O)cc3)CC2)cc1
  A: -1	B: 8	C: 8	D: -10	E: -4	F: -3	G: -7	H: 6
O=C(CSc1cn[nH]n1)Nc1ccccc1C(=O)O
  A: 3	B: 6	C: 4	D: 19	E: -2	F: -2	G: 1	H: 8
CC1C(=O)C(C)C(c2ccco2)NC1c1ccco1 (configuration not stated)
  A: -5	B: 5	C: -34	D: -3	E: -15	F: 2	G: -4	H: 6
Cc1ccc(Cl)cc1Nc1nc(-c2sc(NC(=O)C(C)(C)C)nc2C)cs1
  A: -2	B: 6	C: 1	D: -27	E: 0	F: -26	G: 2	H: 5
CCC(C)(C(=O)NC1CCCCC1)N(C(=O)CNC(=O)c1ccccc1)c1c(C)n(C)n(-c2ccccc2)c1=O (configuration not stated)
  A: -4	B: 4	C: -20	D: 8	E: -4	F: 6	G: -6	H: 7
CCn1cc(SCC(N)=O)c2ccccc21
  A: 2	B: 2	C: 4	D: 3	E: -6	F: 1	G: -4	H: 11
COc1cc(C2Nc3cc(C)c(C)cc3NC3=C2C(=O)CC(C)(C)C3)ccc1OC(C)=O (configuration not stated)
  A: -25	B: -11	C: 8	D: .	E: 5	F: -22	G: 13	H: -15

# Next section:
# Abbreviations – A = Jurkat NFkB inh; B = SENP8 block; C = Apaf1 inhib; D = Gli-Sufu block; E = HKDC1 inh; F = UBC13 polyUb; G = SENP7 inh; H = 697 NFkB inh
O=C(CSc1ncccn1)NCCc1ccccc1
  A: -1	B: 0	C: 5	D: -9	E: -2	F: -4	G: 8	H: 3
CCc1ccc(-c2cn3nc(-c4ccccc4)cnc3n2)cc1
  A: -5	B: -5	C: 4	D: -21	E: -2	F: 2	G: -7	H: -9
O=C(Nc1ccc(COc2ccccc2)cc1)Oc1ccccc1N1CCOCC1
  A: -37	B: -10	C: -21	D: -14	E: 5	F: 5	G: -6	H: -34
COc1cc(CN2CCN(C(=O)c3cccc4ccccc34)CC2)cc(OC)c1O
  A: 3	B: 12	C: 2	D: 25	E: 11	F: 2	G: -3	H: 21
CC(C(=O)NCc1ccccc1Cl)n1cc([N+](=O)[O-])cn1 (configuration not stated)
  A: 13	B: -9	C: -11	D: -11	E: -9	F: -9	G: 10	H: -32
COc1ccc(S(=O)(=O)Nc2ccc(S(=O)(=O)Nc3ccc(F)cc3)cc2)cc1C
  A: 6	B: -6	C: 15	D: -1	E: 5	F: -4	G: 3	H: -5
CCSCCC(NC1=CC(=O)CC(C)(C)C1)C(=O)O (configuration not stated)
  A: 4	B: 0	C: 49*	D: 5	E: 5	F: -5	G: -4	H: 16
Cc1ccc(N(CC(=O)NCC2CCCO2)C(=O)CCC(=O)Nc2ccccn2)cc1 (configuration not stated)
  A: 5	B: 7	C: -8	D: -6	E: -5	F: 8	G: 3	H: 17
CON(C)S(=O)(=O)c1cccc(C(=O)Nc2ccc(S(=O)(=O)NC3=NCCCCC3)cc2)c1
  A: -20	B: -7	C: 4	D: 1	E: -2	F: -3	G: 14	H: -41
CCNc1c([N+](=O)[O-])c(=O)n(CC)c2ccccc12
  A: -5	B: 1	C: -3	D: -2	E: -5	F: -4	G: 7	H: -16
Cc1nc2ccccc2n1CC(=O)OCC(=O)Nc1ccc2c(c1)OCCO2
  A: 4	B: 3	C: 0	D: -5	E: -5	F: -2	G: 11	H: 3
CCCC(CCC(=O)Nc1ccn(-c2ccccc2)n1)C(=O)O (configuration not stated)
  A: -17	B: -11	C: 3	D: -3	E: -3	F: -10	G: -10	H: -7
CCOc1ccc(OCc2ccc(C(=O)NCc3cccnc3)o2)cc1
  A: 6	B: 4	C: 5	D: 20	E: 0	F: 5	G: 8	H: -56
N=c1c(S(=O)(=O)c2ccc(Cl)cc2)cc2c(=O)n3ccccc3nc2n1C1CCCC1
  A: 10	B: -1	C: 15	D: 22	E: 4	F: -2	G: 0	H: -2
CCOC(=O)c1c(N)sc2c1CCS(=O)(=O)C2
  A: 18	B: 1	C: 0	D: 5	E: -3	F: -2	G: -6	H: 12

# (list continues)
# Abbreviations – A = Jurkat NFkB inh; B = SENP8 block; C = Apaf1 inhib; D = Gli-Sufu block; E = HKDC1 inh; F = UBC13 polyUb; G = SENP7 inh; H = 697 NFkB inh
COc1ccc(-c2csc(Cc3nnc(N4CCOCC4)n3-c3ccccc3)n2)cc1
  A: -1	B: -8	C: -19	D: 9	E: 3	F: 5	G: -6	H: -15
O=C(N1CCOCC1)N1CCN(c2ccccc2F)CC1
  A: 13	B: -1	C: -5	D: .	E: -4	F: 4	G: -7	H: 16
CCN(CC(=O)Nc1ccc(NC(C)=O)cc1)C(=O)c1cccc(S(=O)(=O)N2CCCC2)c1
  A: 16	B: 3	C: 1	D: 30	E: 3	F: 2	G: -6	H: 4
CCOC(=O)c1c(-c2ccc(C)o2)csc1NC(=O)CN1CCCCC1
  A: -7	B: -1	C: 17	D: 10	E: 3	F: 0	G: 3	H: -4
O=C(CN1C(=O)c2ccccc2S1(=O)=O)NCc1ccccn1
  A: 4	B: -2	C: -10	D: 21	E: -8	F: -2	G: -5	H: 2
Cc1c(C(c2ccc(N(C)C)cc2)c2c(C)n(C)n(-c3ccccc3)c2=O)c(=O)n(-c2ccccc2)n1C
  A: 18	B: 8	C: 4	D: 41	E: 10	F: -66	G: 9	H: 1
CCOC(=O)N1CCN(C(=O)CCc2ccc(S(=O)(=O)NCCc3ccccc3)cc2)CC1
  A: 20	B: -5	C: -3	D: 4	E: -7	F: -9	G: 6	H: 14
O=C(c1cccs1)N1CCCC(c2nc3c(nnn3Cc3cccc(Cl)c3)c(=O)[nH]2)C1 (configuration not stated)
  A: -9	B: -5	C: 14	D: 16	E: 3	F: 3	G: -4	H: 5
O=C1CCN(Cc2ccccc2)CCN1[C@H](CSc1ccccc1)Cc1ccccc1
  A: -4	B: -5	C: 17	D: -10	E: 5	F: 14	G: 1	H: -3
c1ccc(Cn2nnnc2C(c2ccccc2)N2CCN(c3nc4ccccc4s3)CC2)cc1 (configuration not stated)
  A: -11	B: -7	C: 2	D: 11	E: 1	F: 1	G: -3	H: 10
O=C(COc1ccc(Br)cc1)N1CCC(c2ccccc2)C1 (configuration not stated)
  A: -21	B: -10	C: 13	D: -9	E: -2	F: 2	G: -12	H: -7
COc1ccccc1N1CCN(C(=O)CN2C(=O)c3cccc4cccc(c34)C2=O)CC1
  A: 0	B: 6	C: 16	D: 4	E: -14	F: -2	G: 3	H: 11
O=C1NCCCC1C(=O)N/N=C/c1cccc([N+](=O)[O-])c1 (configuration not stated)
  A: 4	B: -4	C: -12	D: -3	E: -2	F: 0	G: -9	H: 6
COc1ccccc1NS(=O)(=O)c1cc(NC(=S)NCC2CCCO2)ccc1C (configuration not stated)
  A: -8	B: -5	C: 1	D: 12	E: -10	F: 7	G: 7	H: -1
Cc1nn(C)c(Oc2ccccc2)c1CCNC(=O)CC(C)C
  A: -9	B: 2	C: 10	D: .	E: 0	F: 8	G: -8	H: -9
CN(C)CCNC(C(=O)Nc1cccc(S(=O)(=O)N2CCOCC2)c1)c1ccccc1 (configuration not stated)
  A: -11	B: -6	C: -2	D: 0	E: -6	F: 2	G: 4	H: 1
